Assay outcomes deposited in PubChem by National Center for Advancing Translational Sciences (NCATS).
CBFb RUNX1 block: inhibitors of human CBF-beta and RUNX1 interaction; Q01196+Q13951; AlphaScreen CBFb-His/RUNX1-biotin binding, biochemical; Potency, µM (titrated, usually from 59.8 µM), for the others: top-dose activity, negative = inhibition, usual class: inhibitors; 230,000 tested, under 10 active; further: % of control where 0% means no effect
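Read-out: AlphaScreen. Format: His-CBF-beta with biotinylated RUNX1 (30 nM each) preincubated 20 min, compound 15 min, Ni-chelate plus streptavidin beads 90 min; room temperature throughout.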
GLA spleen mod: inhibits or activates alpha-galactosidase in human spleen homogenate; P06280; human spleen homogenate, 4MU-alpha-Gal fluorescence, 40 min; Potency, µM (series often up to 80 µM), without a hit: at the top dose activity change, negative = inhibition, most hits filed as inhibitors; 240,000 compounds, 0.008% hits;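 further: potency means the concentration at half of the fitted maximal effect; 0% = enzyme with vehicle and -100% = no enzyme basal signal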
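Spleen homogenate 1 ug + cpd (titration) + 4-MU-alpha-D-galactopyranoside 1 mM; 37C 40 min; 50 mM citrate/phosphate pH 5.0, 0.01% Tween-20; stop pH 10; fluorescence 365/440; AC50 via Hill.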
NPSR antag: antagonists of human neuropeptide S receptor cAMP signaling; Potency, µM (series often up to 38.3 µM), for inactives: at the top dose activity change, negative = inhibition, hits mostly inhibitors; AID 1461; Q6W5P4; 220,000 compounds, 1% hits; CHO-NPSR cells, cAMP TR-FRET, antagonist mode; further: potency means the concentration at half of the fitted maximal effect; on the % scale 0 is the no-effect control and ±100 the full control effect; nearly all actives have a fitted effect of over 50% in size; many of its hits are not listed in these tables
Target sequence (Q6W5P4 whole entry, looked up): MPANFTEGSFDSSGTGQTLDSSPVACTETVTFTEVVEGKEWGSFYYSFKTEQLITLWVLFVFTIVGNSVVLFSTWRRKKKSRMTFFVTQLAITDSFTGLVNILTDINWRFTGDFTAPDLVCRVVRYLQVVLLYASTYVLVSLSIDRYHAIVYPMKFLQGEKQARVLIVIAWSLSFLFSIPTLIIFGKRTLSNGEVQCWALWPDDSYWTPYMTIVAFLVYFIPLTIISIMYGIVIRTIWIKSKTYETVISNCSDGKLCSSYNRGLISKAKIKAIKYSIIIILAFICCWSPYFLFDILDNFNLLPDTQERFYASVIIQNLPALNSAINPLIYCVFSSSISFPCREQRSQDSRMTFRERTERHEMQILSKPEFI
Tau fluor counter: counter-screen for tau fibril formation inhibitors; 280,000 compounds, 0.93% hits; tau K18 P301L (four-repeat tau fragment) Alexa594 fluorescence, heparin fibrillization; Potency, µM (top dose mostly 57.7 µM), for the others: at the highest dose activity change, negative = decrease; further: potency means the concentration at half of the fitted maximal effect; on the % scale 0 is the no-effect control and ±100 the full control effect; nearly all actives have a fitted effect of over 55% in size
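Human K18 P301L tau (15 uM unlabeled plus 0.24 uM Alexa 594-labeled, final) in 100 mM sodium acetate pH 7 was mixed with compound and 20 uM heparin and incubated 6 hr at 37 C.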
Epigenetic reg: epigenetic control regulation, reporter derepression. 280,000 compounds, 0.2% hits. AID 1865. murine LDR cells, GFP reporter derepression, 30 h. Potency, µM (series often up to 53.9 µM), without a hit: at the highest dose GFP activation, hits mostly activators; further: potency means the concentration at half of the fitted maximal effect; % of control where 0% means no effect; nearly all actives have a fitted effect of over 60% in size
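Murine LDR cells bearing a silenced CMV-driven GFP reporter were exposed to compound for 30 h at 37 C. After PBS washes, GFP-positive cells (20-120 um objects) counted by laser-scanning microplate cytometry.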
TexasRed fluor: alters Texas Red total fluorescence, flagging assay interference. TRb/SRC2 Texas Red total fluorescence interference. Potency, µM (series often up to 106 µM), inactives show top-dose fluorescence change, negative = quenching. 280,000 compounds, 0.29% hits. AID 1479; active means well fitted curve in either direction with a large enough effect; inconclusive means small, poorly fitted or top-dose-only effect; further: potency means the concentration at half of the fitted maximal effect; on the % scale 0 is the no-effect control and ±100 the full control effect
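Human TRb ligand-binding domain at 0.6 uM with 20 nM Texas Red SRC2 peptide in Tris buffer containing 1 uM T3 and 5% DMSO, incubated with compound 5 h at ambient temperature. Total fluorescence (555/632 nm) calculated as parallel + 2 × perpendicular.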
Tau fibril FP: inhibitors of human tau fibril formation; K18 P301L tau heparin fibrillization, Alexa594 FP, 6 h; 280,000 compounds, 0.39% hits; Potency, µM (highest dose often 57.7 µM), without a hit: at the top dose activity, negative = inhibition, most hits filed as inhibitors; P10636; further: potency means the concentration at half of the fitted maximal effect; on the % scale 0 is the no-effect control and ±100 the full control effect; nearly all actives have a fitted effect of over 55% in size
Target sequence (P10636 561-689 P618L limits assumed): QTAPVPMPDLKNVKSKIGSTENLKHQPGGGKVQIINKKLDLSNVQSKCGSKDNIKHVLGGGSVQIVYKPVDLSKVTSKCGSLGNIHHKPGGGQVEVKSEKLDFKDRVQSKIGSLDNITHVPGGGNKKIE
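K18 P301L tau (15 uM unlabeled/0.24 uM Alexa 594-labeled, final) + compound + heparin 20 uM final; 100 mM NaOAc pH 7; 6 hr 37 C; ThT 30 uM final added, 1 hr RT; FP ex 555/em 632 nm.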
TRb-SRC2 inh: disrupts binding of human TR beta to SRC2; P10828; TRbeta-SRC2 peptide binding, fluorescence polarization; receptor liganded with 1 µM T3; Potency, µM (titrated, usually from 106 µM), without a hit: at the highest dose activity change, negative = inhibition, actives largely listed as inhibitors; 280,000 compounds, 0.065% hits; AID 1469;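 further: potency means the concentration at half of the fitted maximal effect; plate controls were bound peptide for no effect and peptide without receptor for full effect; nearly all actives have a fitted effect of over 50% in size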
Target sequence (P10828 whole entry, looked up): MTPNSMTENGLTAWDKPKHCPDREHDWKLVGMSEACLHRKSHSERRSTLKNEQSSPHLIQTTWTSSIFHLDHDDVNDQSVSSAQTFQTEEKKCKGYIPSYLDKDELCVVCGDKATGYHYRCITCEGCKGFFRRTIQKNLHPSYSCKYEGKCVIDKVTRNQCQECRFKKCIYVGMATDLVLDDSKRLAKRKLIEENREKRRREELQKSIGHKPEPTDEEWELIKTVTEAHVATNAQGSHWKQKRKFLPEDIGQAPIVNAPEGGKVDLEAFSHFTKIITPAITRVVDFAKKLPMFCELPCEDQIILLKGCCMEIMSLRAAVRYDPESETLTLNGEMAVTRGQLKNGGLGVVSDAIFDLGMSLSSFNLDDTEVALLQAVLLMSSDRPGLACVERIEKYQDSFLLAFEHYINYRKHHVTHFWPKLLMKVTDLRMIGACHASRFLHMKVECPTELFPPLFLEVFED
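A fluorescence polarization screen tested compounds at multiple concentrations against complex formation between 0.6 uM TRb ligand-binding domain and 20 nM Texas Red SRC2 peptide, with 1 uM T3 present; readout after 5 hr.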
An asterisk follows results filed as active; [ ] = dose if it differs, or a comment. Unless noted, the call rests on the fitted dose curve; in most records, active means well fitted curve in the direction sought with a large enough effect; inconclusive means small, poorly fitted or top-dose-only effect, or another doubt; inactive means no such curve, though single readings can be large; an effect the other way counts as inactive or inconclusive.

What do the screens show for `CC1C/C(=N\NC(=O)c2ccc(NS(=O)(=O)c3ccc(Br)cc3)cc2)CC(C)(C)C1` (stereo not given)?
CBFb RUNX1 block: -15%; GLA spleen mod: 10%; NPSR antag: -26%; Tau fluor counter: -23%; Epigenetic reg: 2.3%; TexasRed fluor: -5%; Tau fibril FP: 0%; TRb-SRC2 inh: -7%

What do the screens show for `CCCNC(=O)OC[C@H]1O[C@H](CCO/N=C/C[C@@H]2C=C[C@H](OC(C)=O)[C@@H](COC(C)=O)O2)C=C[C@@H]1Oc1ccc(OC)cc1`?
CBFb RUNX1 block: 2%; GLA spleen mod: -3%; NPSR antag: -21%; Tau fluor counter: -5%; Epigenetic reg: 0.1%; TexasRed fluor: -3%; Tau fibril FP: 10%; TRb-SRC2 inh: 0%

How did O=C(C1CCCN1S(=O)(=O)c1cccc2nsnc12)N1CCCCC1 (stereo not given) do in these assays?
CBFb RUNX1 block: 9%; GLA spleen mod: 5%; NPSR antag: 10%; Tau fluor counter: inconclusive; Epigenetic reg: 6.7%; TexasRed fluor: 1%; Tau fibril FP: inconclusive; TRb-SRC2 inh: 0%

How did CCOC(=O)Cc1csc(NC(=O)CCN2C(=O)c3ccccc3C2=O)n1 do in these assays?
CBFb RUNX1 block: 7%; GLA spleen mod: 3%; NPSR antag: -9%[46.1 µM]; Tau fluor counter: 2%; Epigenetic reg: 4.4%; TexasRed fluor: -3%; Tau fibril FP: -3%; TRb-SRC2 inh: 0%

Results for CCOc1ccc(/C=C2\SC(=S)N(CC(=O)N(CCO)C(C)(C)C)C2=O)cc1 ?
CBFb RUNX1 block: -14%; GLA spleen mod: -2%; NPSR antag: -56%; Tau fluor counter: -12%; Epigenetic reg: 0.0%; TexasRed fluor: 1%; Tau fibril FP: 2%; TRb-SRC2 inh: 5%

How did CC(C)(C)c1ccc(C(=O)c2c[nH]c(C(=O)NCCc3ccccn3)c2)cc1 do in these assays?
CBFb RUNX1 block: -29%; GLA spleen mod: 0%; NPSR antag: -6%; Tau fluor counter: 9%; Epigenetic reg: -1.4%; TexasRed fluor: -5%; Tau fibril FP: -2%; TRb-SRC2 inh: -3%

What do the screens show for `COC(=O)CN1C(=O)Nc2ccc(Br)cc2C1c1ccccc1` (stereo not given)?
CBFb RUNX1 block: 6%; GLA spleen mod: -6%; NPSR antag: -11%[46.1 µM]; Tau fluor counter: -3%; Epigenetic reg: 0.0%; TexasRed fluor: 1%; Tau fibril FP: 11%; TRb-SRC2 inh: -2%

How did O=C1c2ccccc2NC(c2ccc(Cl)cc2Cl)N1Cc1ccccc1 (stereo not given) do in these assays?
CBFb RUNX1 block: -1%; GLA spleen mod: -5%; NPSR antag: inconclusive; Tau fluor counter: -23%; Epigenetic reg: 0.0%; TexasRed fluor: -10%; Tau fibril FP: inconclusive; TRb-SRC2 inh: 8%

How did CC(=O)CSc1nnc(CN2C(=O)CSc3ccc(C(F)(F)F)cc32)n1C do in these assays?
CBFb RUNX1 block: -6%; GLA spleen mod: 4%; NPSR antag: -7%; Tau fluor counter: -4%; Epigenetic reg: 0.0%; TexasRed fluor: 0%; Tau fibril FP: -4%; TRb-SRC2 inh: 3%

Results for Cc1ccc(S(=O)(=O)Cn2nnnc2C(c2ccccn2)N2CCN(c3ccccc3)CC2)cc1 (stereo not given) ?
CBFb RUNX1 block: -11%; GLA spleen mod: 2%; NPSR antag: -23%[46.1 µM]; Tau fluor counter: -25%; Epigenetic reg: 0.1%; TexasRed fluor: -2%; Tau fibril FP: 13%; TRb-SRC2 inh: -13%

How did Cc1nc(N2CCOCC2)nc(N2CCCC2)c1[N+](=O)[O-] do in these assays?
CBFb RUNX1 block: inconclusive; GLA spleen mod: 5%; NPSR antag: 1%; Tau fluor counter: 7%; Epigenetic reg: -0.9%; TexasRed fluor: 2%; Tau fibril FP: -2%; TRb-SRC2 inh: 1%

What do the screens show for `OCc1cnc(SCc2ccc(F)cc2)n1Cc1ccc(F)cc1`?
Tau fluor counter: 2%; Epigenetic reg: 0.6%; TexasRed fluor: -34%; Tau fibril FP: -4%; TRb-SRC2 inh: -8%

What do the screens show for `Cc1ccc(-c2nn3c(-c4ccco4)nnc3c3ccccc23)cc1S(=O)(=O)NCC1CCCO1` (stereo not given)?
CBFb RUNX1 block: 4%; GLA spleen mod: -2%; NPSR antag: -1%[46.1 µM]; Tau fluor counter: 2%; Epigenetic reg: 3.1%; TexasRed fluor: -1%; Tau fibril FP: 0%; TRb-SRC2 inh: -1%

How did CCOc1ccc(Nc2oc(-c3ccc(COc4ccccc4C)o3)nc2C#N)cc1 do in these assays?
Tau fluor counter: inconclusive; Epigenetic reg: -2.2%; TexasRed fluor: 6%; Tau fibril FP: 8%; TRb-SRC2 inh: 5%

How did CCN(CC)S(=O)(=O)c1ccc(N/N=C/c2cc(OC)c(OC)cc2OC)nc1 do in these assays?
CBFb RUNX1 block: 1%; GLA spleen mod: 0%; NPSR antag: 11%; Tau fluor counter: -15%; Epigenetic reg: 0.0%; TexasRed fluor: 0%; Tau fibril FP: 11%; TRb-SRC2 inh: -8%

What do the screens show for `C[C@H](NC(=O)c1[nH]cnc1C(=O)Nc1ccccc1)C(=O)OC(C)(C)C`?
CBFb RUNX1 block: 0%; GLA spleen mod: 4%; NPSR antag: -52%; Tau fluor counter: inconclusive; Epigenetic reg: -4.8%; TexasRed fluor: -2%; Tau fibril FP: inconclusive; TRb-SRC2 inh: 3%

How did Cc1nc2c(C(=O)NCc3ccco3)cnn2c(C)c1Cc1ccc(F)cc1Cl do in these assays?
CBFb RUNX1 block: 2%; GLA spleen mod: -23%; NPSR antag: inconclusive; Tau fluor counter: 4%; Epigenetic reg: 0.0%; TexasRed fluor: -3%; Tau fibril FP: 2%; TRb-SRC2 inh: -2%

What do the screens show for `Cc1cc2nc(SCCOC(=O)Nc3ccc(Cl)cc3)nc(C)c2cc1C`?
CBFb RUNX1 block: 10%; GLA spleen mod: 21%; NPSR antag: -21%[46.1 µM]; Tau fluor counter: -1%; Epigenetic reg: 9.6%; TexasRed fluor: -1%; Tau fibril FP: -2%; TRb-SRC2 inh: 2%

Results for COc1ccc(Cl)cc1NC(=O)c1c(C(=O)Nc2cccc(C)c2C)sc2nc(C)cc(=O)n12 ?
Tau fluor counter: -15%; Epigenetic reg: -1.0%; TexasRed fluor: 7%; Tau fibril FP: -7%; TRb-SRC2 inh: -8%

Results for Cc1ccc(NC(=O)[C@@H](c2ccccc2)N2Cc3ccccc3C2=O)cc1F ?
Tau fluor counter: -21%; Epigenetic reg: 0.0%; TexasRed fluor: -5%; Tau fibril FP: -18%; TRb-SRC2 inh: 2%

Reprinted from the part before: 3 compounds, then new ones.
What do the screens show for `Cc1cc2nc(SCCOC(=O)Nc3ccc(Cl)cc3)nc(C)c2cc1C`?
CBFb RUNX1 block: 10%; GLA spleen mod: 21%; NPSR antag: -21%[46.1 µM]; Tau fluor counter: -1%; Epigenetic reg: 9.6%; TexasRed fluor: -1%; Tau fibril FP: -2%; TRb-SRC2 inh: 2%

Results for COc1ccc(Cl)cc1NC(=O)c1c(C(=O)Nc2cccc(C)c2C)sc2nc(C)cc(=O)n12 ?
Tau fluor counter: -15%; Epigenetic reg: -1.0%; TexasRed fluor: 7%; Tau fibril FP: -7%; TRb-SRC2 inh: -8%

Results for Cc1ccc(NC(=O)[C@@H](c2ccccc2)N2Cc3ccccc3C2=O)cc1F ?
Tau fluor counter: -21%; Epigenetic reg: 0.0%; TexasRed fluor: -5%; Tau fibril FP: -18%; TRb-SRC2 inh: 2%

How did NC(=O)c1sc2nc3c(c(-c4cccnc4)c2c1N)CCC3 do in these assays?
CBFb RUNX1 block: 8%; GLA spleen mod: 5%; NPSR antag: 11%[46.1 µM]; Tau fluor counter: -5%; Epigenetic reg: 3.5%; TexasRed fluor: -6%; Tau fibril FP: -5%; TRb-SRC2 inh: -3%

How did C=CCn1c(C)cc(C(=O)CN2C(=O)NC3(CCCc4ccccc43)C2=O)c1C (stereo not given) do in these assays?
CBFb RUNX1 block: -10%; GLA spleen mod: -1%; NPSR antag: -3%[46.1 µM]; Tau fluor counter: -19%; Epigenetic reg: -1.5%; TexasRed fluor: 1%; Tau fibril FP: -8%; TRb-SRC2 inh: -22%

How did CC(C)c1c(O)ccc2c1CCC1[C@@](C)(CO)CCC[C@@]21C (stereo not given in full) do in these assays?
CBFb RUNX1 block: 6%; GLA spleen mod: 8%; Tau fluor counter: inconclusive; Epigenetic reg: -0.3%; TexasRed fluor: -1%; Tau fibril FP: 4%; TRb-SRC2 inh: 5%

Results for O=C(COc1ccc(Cl)cc1Cl)Nc1ccccn1 ?
CBFb RUNX1 block: 4%; GLA spleen mod: -2%; NPSR antag: 1%[46.1 µM]; Tau fluor counter: -9%; Epigenetic reg: -1.1%; TexasRed fluor: -2%; Tau fibril FP: -5%; TRb-SRC2 inh: 6%

Results for Cc1nc2ccc(NC(=O)C3CCN(S(=O)(=O)c4cccs4)CC3)cc2s1 ?
CBFb RUNX1 block: -2%; GLA spleen mod: 3%; NPSR antag: -15%[46.1 µM]; Tau fluor counter: -24%; Epigenetic reg: -1.1%; TexasRed fluor: 0%; Tau fibril FP: 8%; TRb-SRC2 inh: 7%

How did CCOc1ccc2c(c1)C(N(CCN1CCOCC1)C(=O)Nc1ccccc1)CC(C)(C)O2 (stereo not given) do in these assays?
CBFb RUNX1 block: -6%; GLA spleen mod: -9%; NPSR antag: -32%; Tau fluor counter: -6%; Epigenetic reg: -1.6%; TexasRed fluor: 0%; Tau fibril FP: 9%; TRb-SRC2 inh: -1%

A portion of the library; rates above refer to the full screens.
